Screening results as filed in PubChem BioAssay.
BoNT-A LC inh2 = BoNT/A light chain protease inhibitors, primary screen, biochemical, flow cytometry, MLPCN library. Botulinum neurotoxin type A light chain protease (Clostridium botulinum A str. ATCC 3502). multiplex microsphere protease substrate cleavage. inhibition, % at 10 µM. 360,000 compounds, 0.17% hits. AID 588499, 2011; also: plate controls were buffer without enzyme for full effect and enzyme alone for no effect
FBA Mtb inh = Mtb FBA enzyme inhibitors, primary screen, biochemical, fluorescence, strain H37Rv; purified M. tuberculosis FBA, fluorescence read-out; inhibition, % at 1 µM; 360,000 compounds, 2.3% hits; AID 588726, 2011; in the data active = inhibition above about 27%;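 also: 0% = vehicle and 100% = reference inhibitor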
Target sequence (P9WQA3 whole entry, looked up): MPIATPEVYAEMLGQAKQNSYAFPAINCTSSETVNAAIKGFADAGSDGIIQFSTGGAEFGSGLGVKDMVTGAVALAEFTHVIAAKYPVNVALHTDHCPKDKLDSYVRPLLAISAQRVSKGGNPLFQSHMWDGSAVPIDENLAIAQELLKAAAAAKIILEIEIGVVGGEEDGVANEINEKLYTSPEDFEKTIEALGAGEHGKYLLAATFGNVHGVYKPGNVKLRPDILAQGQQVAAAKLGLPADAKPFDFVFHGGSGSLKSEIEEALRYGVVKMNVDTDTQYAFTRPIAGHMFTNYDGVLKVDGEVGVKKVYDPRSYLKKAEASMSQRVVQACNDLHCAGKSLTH
BoNT F protease = BoNT/F light chain protease inhibitors, primary screen, biochemical, flow cytometry, MLPCN library; Botulinum neurotoxin type F light chain protease (Clostridium botulinum); Multiplex microsphere protease cleavage assay; 360,000 compounds, 0.22% hits; inhibition, % at 10 µM; in the data active = inhibition above about 35%, passing the limit was not always enough; also: plate controls were buffer without enzyme for full effect and enzyme alone for no effect
PfHsp40 yeast = rescue of yeast from PfHsp40 toxicity, primary screen, S. cerevisiae, ATP luminescence; S. cerevisiae expressing PfHsp40, growth rescue; growth rescue, % at 12.5 µM; 340,000 compounds, 0.68% hits; AID 504582, 2011; in the data active = growth rescue above about 28%, passing the limit was not always enough;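 also: yeast W303a lacking pdr1 and pdr3 grown in galactose medium; growth measured after three days at 30 °C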
UGM FP inh = M. tuberculosis UGM enzyme inhibitors, primary screen, biochemical, fluorescence polarization, single point; UDP-galactopyranose mutase (Mycobacterium tuberculosis (strain ATCC 25618 / H37Rv)), …; purified UGM, fluorescence polarization probe displacement; inhibition, % at 10 µM; 320,000 compounds, 0.06% hits; in the data active = inhibition above about 10%, passing the limit was not always enough
Target sequence (P9WIQ1 whole entry, looked up): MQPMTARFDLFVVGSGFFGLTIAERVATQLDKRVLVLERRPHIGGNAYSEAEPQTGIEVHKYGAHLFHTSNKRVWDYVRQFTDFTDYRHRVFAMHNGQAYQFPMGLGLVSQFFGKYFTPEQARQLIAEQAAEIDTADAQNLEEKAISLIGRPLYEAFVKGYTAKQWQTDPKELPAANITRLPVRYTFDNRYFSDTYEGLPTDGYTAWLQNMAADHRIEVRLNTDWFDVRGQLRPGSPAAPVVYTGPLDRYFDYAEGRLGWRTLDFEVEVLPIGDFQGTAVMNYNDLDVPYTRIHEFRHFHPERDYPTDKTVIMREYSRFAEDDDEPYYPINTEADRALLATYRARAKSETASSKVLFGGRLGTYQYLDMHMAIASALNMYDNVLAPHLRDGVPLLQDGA
Anthrax LF inh2 = Bacillus anthracis LF protease inhibitors, primary screen, biochemical, multiplex microsphere, MLPCN library. multiplex microsphere protease cleavage assay. 360,000 compounds, 0.12% hits. inhibition, % at 10 µM. Lethal factor (Bacillus anthracis), P15917. AID 588501, 2011; also: plate controls were buffer without enzyme for full effect and enzyme alone for no effect
GDH-TPI inh = GDH-TPI coupling enzyme inhibitors, primary screen, artefact control for M. tuberculosis FBA inhibitor project, biochemical, absorbance, full deck; GDH-TPI coupled enzyme counterscreen, NADH absorbance; inhibition, % at 4.8 µM; 360,000 compounds, 1.2% hits; in the data active = inhibition above about 30%;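 also: 0% = DMSO wells and 100% = wells lacking the enzyme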
BioA inh = M. tuberculosis BioA enzyme inhibitors, primary screen, biochemical, plate reader, single point, HTS. purified M. tuberculosis BioA enzyme. inhibition, % at 9.99 µM. 360,000 compounds, 0.096% hits. 7,8-diaminopelargonic acid synthase BioA (Mycobacterium tuberculosis); in the data active = inhibition above about 40%
FadD28 FP inh = inhibitors of FadD28 bisubstrate probe binding, primary screen, biochemical, fluorescence polarization, single point. inhibition, % at 12.5 µM. AID 588549, 2011. 360,000 compounds, 0.22% hits; in the data active = inhibition above about 8.5%, passing the limit was not always enough
* hit, by the source's call; nt = no result given. Rule as the data show it, unless noted: active = inhibition above about 30%; inconclusive = no clear call, values can overlap the other calls; inactive = below that.

Assay codes: A = BoNT-A LC inh2; B = FBA Mtb inh; C = BoNT F protease; D = PfHsp40 yeast; E = UGM FP inh; F = Anthrax LF inh2; G = GDH-TPI inh; H = BioA inh; I = FadD28 FP inh
COC(=O)CCC(=O)NC(=S)Nc1ccc(S(=O)(=O)Nc2cc(C)on2)cc1
  A: -2.5; B: -1.6; C: -8.7; D: -0.8; E: 0.1; F: -1.3; G: 10.9; H: 0.8; I: -0.6

O=C(c1ccc(O)c(Cl)c1)N1CCN(S(=O)(=O)c2ccccc2)CC1
  A: 1.1; B: 0.7; C: 0.3; D: 0.0; E: 2.3; F: 5.0; G: 3.8; H: 1.0; I: -2.1

O=C1NC2(O)C(=O)c3ccccc3C2(O)N1 (configuration not stated)
  A: -0.7; B: -6.6; C: 4.1; D: -0.6; E: 0.8; F: -5.8; G: 0.9; H: nt; I: -0.4

CCCCCC[N+](=O)[O-]
  A: -0.4; B: -2.2; C: -4.8; D: 0.2; E: -1.0; F: -5.6; G: -0.7; H: -1.1; I: -1.2

CCCCC(=O)O
  A: 0.1; B: 0.7; C: -1.1; D: nt; E: 0.1; F: -2.6; G: 6.9; H: -2.2; I: -0.8

Cc1ccc(NC(=O)C2CCCN2S(=O)(=O)c2ccc3c(c2)CCC(=O)N3)cc1Cl (configuration not stated)
  A: -0.7; B: -0.7; C: -8.5; D: -0.1; E: 1.4; F: -6.8; G: 5.0; H: -0.2; I: -33.8

CCN(CC(=O)Nc1ccc(NC(C)=O)cc1)C(=O)C1CCN(C(=O)c2ccccc2C)CC1
  A: -1.5; B: -0.4; C: -4.5; D: 0.0; E: nt; F: -4.9; G: 8.5; H: 0.4; I: 0.1

CCn1nc(C)c(C2C(C#N)=C(N)OC3=C2C(=O)CCC3)c1C (configuration not stated)
  A: 0.1; B: -0.4; C: -2.4; D: -0.3; E: 1.0; F: -1.1; G: 0.4; H: nt; I: -2.2

CC(C)c1ccc(CNC(=O)C2CCCN2S(=O)(=O)c2ccccc2)cc1 (configuration not stated)
  A: 1.1; B: 2.4; C: -9.7; D: 1.6; E: -3.0; F: -7.4; G: -1.4; H: -0.7; I: -2.5

NC(=O)c1ccsc1NC(=O)COC(=O)c1ccc(Cl)cc1
  A: -2.7; B: 2.1; C: 0.6; D: -0.8; E: nt; F: -2.8; G: 5.3; H: -1.2; I: -0.9

Additional records follow.
Assay codes: A = BoNT-A LC inh2; B = FBA Mtb inh; C = BoNT F protease; D = PfHsp40 yeast; E = UGM FP inh; F = Anthrax LF inh2; G = GDH-TPI inh; H = BioA inh; I = FadD28 FP inh
Cc1cccc(OCc2nnc(SCC(=O)N3CCc4ccccc43)n2C)c1
  A: -3.1; B: 2.2; C: -1.1; D: -0.3; E: 1.6; F: -1.9; G: 0.6; H: -0.3; I: 0.1

O=C(NCc1ccccn1)[C@@H]1C[C@H]1[C@@H](NP(=O)(c1ccccc1)c1ccccc1)c1ccccc1
  A: -0.4; B: 1.9; C: -3.3; D: 0.9; E: 2.3; F: -10.7; G: 14.7; H: 0.1; I: 0.9

CCC1CCCCN1CCCNC(=O)Cn1cnc2sc(C)c(S(=O)(=O)N3CC(C)CC(C)C3)c2c1=O (configuration not stated)
  A: 8.2; B: 0.1; C: -46.4; D: 0.6; E: -2.4; F: -3.3; G: -6.0; H: -1.1; I: -1.9

CN1C[C@@H]2[C@@H]3C(=O)N(Cc4ccccc4)C(=O)[C@@H]3[C@](Cc3ccccc3)(C1=O)N2C(=O)c1ccc(Br)cc1
  A: -0.1; B: -1.0; C: 1.1; D: 0.3; E: nt; F: 1.4; G: -0.9; H: -2.0; I: -2.8

COc1ccccc1Oc1nc(-c2ccccc2)cc(C)c1S(C)(=O)=O
  A: 0.3; B: 64.0*; C: -1.7; D: 0.9; E: nt; F: -0.2; G: 21.0; H: -5.6; I: -2.0

COc1ccc(C2Nc3cccc4cccc(c34)N2)cc1Br
  A: -2.9; B: 5.2; C: -28.2; D: -0.5; E: -4.6; F: -16.9; G: -4.3; H: -0.9; I: -4.1

CCOC(=O)c1cccc(NC(=O)CSc2nnc(-c3ccncc3)n2CCCOC)c1
  A: -0.8; B: -0.8; C: -3.0; D: 0.4; E: 1.1; F: -11.2; G: 1.7; H: nt; I: -3.2

COCCOCCn1c(/C=C/c2ccccc2)nc2ccccc21
  A: -0.2; B: 28.1*; C: -10.6; D: -0.7; E: 1.7; F: -2.5; G: 15.1; H: nt; I: -3.7

Cc1ccc(N2C(=O)CC(SCC(=O)Nc3ccc(S(N)(=O)=O)cc3)C2=O)cc1 (configuration not stated)
  A: -0.8; B: 1.5; C: -4.2; D: 1.2; E: -1.0; F: -1.5; G: 2.9; H: nt; I: -2.8

COC(=O)/C=C1\SC(N2CCOCC2)=C(c2ccc(OC)cc2)C1=O
  A: -0.4; B: 0.2; C: 1.1; D: 0.3; E: -3.7; F: 2.9; G: 12.9; H: nt; I: 0.4

Copied from the results shown, 8 compounds:
Assay codes: A = BoNT-A LC inh2; B = FBA Mtb inh; C = BoNT F protease; D = PfHsp40 yeast; E = UGM FP inh; F = Anthrax LF inh2; G = GDH-TPI inh; H = BioA inh; I = FadD28 FP inh
CCC1CCCCN1CCCNC(=O)Cn1cnc2sc(C)c(S(=O)(=O)N3CC(C)CC(C)C3)c2c1=O (configuration not stated)
  A: 8.2; B: 0.1; C: -46.4; D: 0.6; E: -2.4; F: -3.3; G: -6.0; H: -1.1; I: -1.9

CN1C[C@@H]2[C@@H]3C(=O)N(Cc4ccccc4)C(=O)[C@@H]3[C@](Cc3ccccc3)(C1=O)N2C(=O)c1ccc(Br)cc1
  A: -0.1; B: -1.0; C: 1.1; D: 0.3; E: nt; F: 1.4; G: -0.9; H: -2.0; I: -2.8

COc1ccccc1Oc1nc(-c2ccccc2)cc(C)c1S(C)(=O)=O
  A: 0.3; B: 64.0*; C: -1.7; D: 0.9; E: nt; F: -0.2; G: 21.0; H: -5.6; I: -2.0

COc1ccc(C2Nc3cccc4cccc(c34)N2)cc1Br
  A: -2.9; B: 5.2; C: -28.2; D: -0.5; E: -4.6; F: -16.9; G: -4.3; H: -0.9; I: -4.1

CCOC(=O)c1cccc(NC(=O)CSc2nnc(-c3ccncc3)n2CCCOC)c1
  A: -0.8; B: -0.8; C: -3.0; D: 0.4; E: 1.1; F: -11.2; G: 1.7; H: nt; I: -3.2

COCCOCCn1c(/C=C/c2ccccc2)nc2ccccc21
  A: -0.2; B: 28.1*; C: -10.6; D: -0.7; E: 1.7; F: -2.5; G: 15.1; H: nt; I: -3.7

Cc1ccc(N2C(=O)CC(SCC(=O)Nc3ccc(S(N)(=O)=O)cc3)C2=O)cc1 (configuration not stated)
  A: -0.8; B: 1.5; C: -4.2; D: 1.2; E: -1.0; F: -1.5; G: 2.9; H: nt; I: -2.8

COC(=O)/C=C1\SC(N2CCOCC2)=C(c2ccc(OC)cc2)C1=O
  A: -0.4; B: 0.2; C: 1.1; D: 0.3; E: -3.7; F: 2.9; G: 12.9; H: nt; I: 0.4

Only BoNT F protease, UGM FP inh and PfHsp40 yeast, for some of the entries so far:
| SMILES | BoNT F protease | UGM FP inh | PfHsp40 yeast |
| --- | --- | --- | --- |
| COc1ccccc1Oc1nc(-c2ccccc2)cc(C)c1S(C)(=O)=O | -1.7 | nt | 0.9 |
| Cc1cccc(OCc2nnc(SCC(=O)N3CCc4ccccc43)n2C)c1 | -1.1 | 1.6 | -0.3 |

Later entries
Assay codes: A = BoNT-A LC inh2; B = FBA Mtb inh; C = BoNT F protease; D = PfHsp40 yeast; E = UGM FP inh; F = Anthrax LF inh2; G = GDH-TPI inh; H = BioA inh; I = FadD28 FP inh
CCn1cc(C2CC(=O)NC2=O)c2ccccc21 (configuration not stated)
  A: -0.8; B: 0.4; C: -2.5; D: -1.9; E: -1.5; F: -0.9; G: 9.1; H: -3.0; I: 0.2

CNC(=S)N1N=C(c2ccc(C)cc2)CC1c1ccc(Br)cc1 (configuration not stated)
  A: -0.3; B: -1.6; C: -0.2; D: -1.1; E: -3.1; F: -1.9; G: 8.9; H: -0.2; I: -3.3

c1c2c(cc3sc(N4CCOCC4)nc13)OCO2
  A: -0.3; B: -2.4; C: -1.0; D: -0.4; E: 0.5; F: 6.8; G: 14.4; H: -0.3; I: -0.5

CC1(C)CC(=O)C(C=NCCN2CCN(CC(=O)Nc3ccc(Cl)cc3)CC2)=C(O)C1
  A: 0.0; B: 4.2; C: -4.2; D: -1.4; E: 2.3; F: -3.2; G: 5.1; H: nt; I: -0.7

Cc1ccc(NC(=O)CSc2nnc(N)s2)c([N+](=O)[O-])c1
  A: -0.6; B: -1.0; C: -5.2; D: -0.1; E: 0.3; F: -3.4; G: -3.1; H: nt; I: -1.7

Cc1ccc(S(=O)(=O)N/N=C/c2ccccc2F)cc1[N+](=O)[O-]
  A: nt; B: 1.3; C: nt; D: -1.2; E: 2.4; F: nt; G: 7.7; H: -1.8; I: -0.4

CC(=O)c1c(O)c2ccccc2n(Cc2ccccc2)c1=O
  A: 2.0; B: 4.0; C: -21.6; D: -0.4; E: 0.9; F: -5.7; G: 2.5; H: -1.5; I: nt

COc1cccc(OC)c1OCCCSc1nc(C)cc(=O)[nH]1
  A: 2.6; B: -2.0; C: 4.2; D: -1.7; E: 2.5; F: -0.7; G: -1.3; H: nt; I: -0.4

COCCn1c(SCC(=O)NC(=O)NCc2ccccc2)nc2ccccc21
  A: -0.3; B: 4.7; C: 0.4; D: -0.7; E: 3.3; F: -3.0; G: -5.3; H: 1.1; I: -3.2
